From PubChem BioAssay
ER stress rescue: rescue of cells from ER stress-induced death, primary screen, 384-well, CSM14.1, thapsigargin, ATP luminescence (AID 1222) | CSM14.1 thapsigargin-induced death rescue, ATP luminescence; higher % means a stronger effect | one-dose cellular ATP content (survival), % at 20 µM; EC50 in µM for titrated hits | 190,000 tested, under 10 active;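 active = EC50 below 50 µM in the dose-response confirmation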;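 note: death triggered by thapsigargin at about 15 µM added after 2 h compound pretreatment; cell ATP read after overnight thapsigargin exposure of roughly 18 to 22 hours; normalized against plate controls of thapsigargin alone and 5% DMSO vehicle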
GPR35 antagonists: GPR35 antagonists blocking zaprinast-driven arrestin recruitment, primary screen, imaging, U2OS, beta-arrestin-GFP, zaprinast agonist (AID 2058); G-protein coupled receptor 35 (Homo sapiens); U2OS GPR35 beta-arrestin-GFP translocation imaging, zaprinast antagonism; higher % means a stronger effect; 290,000 tested, 0.052% active; inhibition, % at 10 µM; hits with a dose series show IC50 in µM;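 active = inhibition of at least 50% with at least 30 cells and total cytoplasm GFP at most 10,000,000; inconclusive = under 30 cells or total GFP of 10,000,000 plus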
LYP inhibition: inhibitors of LYP phosphatase, biochemical, fluorescence intensity, uHTS (AID 1779); Tyrosine-protein phosphatase non-receptor type 22 (Homo sapiens); 290,000 tested, 0.054% active; recombinant LYP phosphatase, fluorescence intensity; higher % means a stronger effect; inhibition, % at 11.5 µM; hits with a dose series show IC50 in µM; in the data active = inhibition above about 50%;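 note: plate controls were vehicle with enzyme for no effect and no enzyme for full effect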
RSV antiviral HEp-2: RSV antiviral activity via CPE protection, HEp-2 cells, primary 10 µM value included (AID 2391); HEp-2 cells, RSV-induced CPE inhibition; higher % means a stronger effect; CPE inhibition, % at 10 µM; hits with a dose series show IC50 in µM; 310,000 tested, 0.13% active; in the data active = a potency from the dose series; inconclusive = CPE inhibition mostly from about 23% at the one dose, without a potency; inactive = the rest, 99 in 100 with CPE inhibition below about 21%; note: strong numbers were not always called active
Rac1 GTP hydrolysis: MgcRacGAP GTPase-activating activity inhibitors, confirmation, biochemical, ADP Hunter fluorescence; MgcRacGAP-stimulated Rac1 GTP hydrolysis, ADP Hunter fluorescence; higher % means a stronger effect; GST-tagged Rac1 F28L mutant substrate; one-dose inhibition, % at 30 µM; IC50 in µM for titrated hits; 340,000 tested, 0.6% active; AID 624330, 2012;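 active = first-screen hits whose inhibition reached a set limit at any dose in the follow-up dose series; inconclusive = inhibition above the set first-screen limit but never retested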;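 note: fluorescence reports GDP produced by GAP-driven GTP hydrolysis; strong numbers were not always called active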
Dengue-2 NS5 capping: Dengue-2 NS5 methyltransferase inhibitors, primary screen, biochemical, confirmation dose response (AID 588689). Dengue-2 NS5 methyltransferase capping enzyme assay, biochemical; higher % means a stronger effect. 340,000 tested, 0.3% active. one-dose inhibition, % at 25 µM; IC50 in µM for titrated hits. Genome polyprotein (Dengue virus type 2 (strain 16681-PDK53)); in the data active = a potency from the dose series; inconclusive = inhibition above about 29% without an active follow-up result
Large T inhibition: SV40 large T antigen inhibitors, biochemical (AID 1903); SV40 large T antigen ATPase/helicase inhibition assay; higher % means a stronger effect; inhibition, % at 20 µM; hits with a dose series show IC50 in µM; 310,000 tested, 0.39% active; in the data active = a potency from the dose series; inconclusive = inhibition mostly from about 32% at the one dose, without a potency; inactive = the rest, 99 in 100 with inhibition below about 32%; note: strong numbers were not always called active
PhoP inhibition: inhibitors of PhoP regulon expression, primary screen, Salmonella Typhimurium, GFP reporter (AID 1863). 300,000 tested, 0.16% active. S. Typhimurium PhoP-regulated promoter GFP reporter, 4 h; higher % means a stronger effect. inhibition, % at 50 µM, or IC50 in µM where a hit was titrated;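 active = inhibition over 29.93%, a cutoff 3 SD above the screen mean, later confirmed by dose response; inconclusive = inhibition over 29.93% but no dose response follow-up; inactive = inhibition at most 29.93% or unconfirmed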;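 note: 0% = low Mg2+ inducing control and 100% = high Mg2+ repressing control; strong numbers were not always called active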
West Nile virus CPE: West Nile virus antiviral activity, cell-based, CPE readout (AID 1621); West Nile virus-infected cells, CPE inhibition; higher % means a stronger effect; 290,000 tested, 0.02% active; one-dose CPE inhibition, % at 10 µM; IC50 in µM for titrated hits; in the data active = a potency from the dose series; inconclusive = CPE inhibition mostly from about 3.7% at the one dose, without a potency; inactive = the rest, 99 in 100 with CPE inhibition below about 2.2%; note: strong numbers were not always called active
Dengue-2 NS5 capping pilot replicate: recorded beside Dengue-2 NS5 capping, whose call it bears; inhibition, %; measured here: pilot screen replicate inhibition
An asterisk follows results filed as active; ? = inconclusive; . = no result given.

SMILES	ER stress rescue	GPR35 antagonists	LYP inhibition	RSV antiviral HEp-2	Rac1 GTP hydrolysis	Dengue-2 NS5 capping	Large T inhibition	PhoP inhibition	West Nile virus CPE	others
NC(=O)c1ccccc1NC(=O)Nc1ccccc1Cl	-1.4%	-6%	1%	-0.4%	-6%	1%	4%	3%	0.6%
CCOc1ccc(C(C)=O)cc1CSc1nnc(N)s1	-0.3%	-6%	2%	2.8%	8%	-4%	3%	-4%	-0.4%
O=C(Nc1cccc(Cl)c1)c1ccc(F)c(S(=O)(=O)NCc2cccs2)c1	2.7%	-2%	-5%	13%	7%	-17%	-1%	13%	-1.1%
CCOC(=O)c1c(C)[nH]c(C(=O)OCC(=O)Nc2cc(C)ccc2OC)c1C	0.2%	10%	-6%	2.9%	7%	1%	2%	-7%	.
Cn1nnnc1SCc1nnc(-c2ccccc2Br)o1	-1.1%	16%	-7%	3.5%	-4%	0%	-1%	0%	0.0%
Cc1c(NC(=O)c2ccc(S(=O)(=O)N3CCOCC3)cc2)cccc1[N+](=O)[O-]	.	.	.	3.3%	3%	4%	12%	-3%	.
Cc1ccc(-c2nc(C#N)c(NCc3cccc4c3OCO4)o2)cc1	-3.2%	9%	-4%	18%	9%	-5%	15%	15%	-0.8%
COc1ccc(Cl)cc1C(=O)Nc1ccncc1	.	6%	-5%	?	2%	-2%	7%	-1%	-1.2%	Dengue-2 NS5 capping pilot replicate=-4.9
CCn1c(N2CCN(CC(=O)Nc3cccc(C)c3C)CC2)nc2ccccc21	-1.5%	0%	-4%	2.8%	3%	4%	3%	-2%	-0.3%
Cc1oc2cc([N+](=O)[O-])c(O)c([N+](=O)[O-])c2c1C(=O)c1ccc(Br)cc1	-6.4%	-10%	-3%	17%	15%	45µM*	21%	-5%	-0.2%
Cc1ccccc1-c1nnc(CN2CCN(C(=O)c3ccco3)CC2)o1	.	0%	-17%	1.7%	-3%	0%	5%	-1%	-0.5%
Cc1oc(-c2cccc3ccccc23)nc1CN1CCN(c2ncnc3ccccc23)CC1	9.3%	10%	2%	0.5%	-6%	-1%	-3%	-10%	-1.1%
C/C(=N\NC(=O)CSCc1ccc([N+](=O)[O-])cc1)c1ccccc1	-2.2%	5%	3%	16%	2%	-9%	69%	-5%	-0.4%
O=C(CCn1c(=O)[nH]c2ccccc2c1=O)NCCCN1CCN(c2cccc(Cl)c2)CC1	-0.5%	5%	-1%	-0.6%	3%	2%	14%	-5%	0.1%
COc1cccc(-c2cc(C(F)(F)F)n3ncc(S(=O)(=O)c4ccccc4)c3n2)c1	-0.1%	4%	0%	-0.9%	6%	-2%	-1%	7%	0.0%
CN(CC(=O)Nc1ccc(Cl)cc1)C1CCCCC1	.	6%	-12%	-2.2%	9%	2%	-5%	5%	-0.9%
COCCn1c(SC)nnc1-c1c[nH]c2ccccc12	-2.0%	6%	-8%	3.5%	2%	-3%	12%	1%	-0.2%
CCCCNC(=O)c1cc2cc(CC)ccc2[nH]1	.	3%	-5%	4.8%	10%	-15%	18%	-9%	0.1%
C1CCC2(CC1)C1=C(CCCC1)Nc1nnnn12	1.3%	-6%	-2%	1.9%	-2%	-5%	0%	12%	-0.2%	Dengue-2 NS5 capping pilot replicate=3.9
Cc1ccc(-c2ccc(SCC(=O)NC3CCCCC3)nn2)cc1	.	12%	-13%	6.8%	4%	0%	1%	14%	-0.8%
O=C(c1cc(-c2ccc(Br)cc2)on1)N1CCCCCC1	.	-13%	5%	4.6%	2%	-8%	6%	-5%	0.9%
Fc1ccc(-c2nc3ccncc3[nH]2)cc1	-2.2%	-17%	-8%	-0.5%	-10%	3%	31%	-10%	0.2%
Cc1ccc(C(=O)NNC(=O)CCN2C(=O)C3CCCCC3C2=O)cc1 (stereo not drawn)	-0.8%	6%	-4%	1.2%	2%	-4%	1%	-14%	-0.8%
C/C(Cc1ccccc1)=N/NC(=O)CCCC(=O)N/N=C(/C)Cc1ccccc1	-2.1%	-4%	-6%	0.3%	12%	-4%	7%	6%	0.5%
COCCNC(=O)/C(C#N)=C/c1ccc(OCC(=O)NC2CCCCC2)cc1	-0.6%	3%	4%	1.5%	7%	-5%	-2%	9%	-0.4%
CCCn1c(-c2ccccc2)cc(SC)c(C#N)c1=O	-0.2%	-10%	-5%	1.4%	7%	1%	10%	-5%	0.2%
O=C(CCn1c(=S)[nH]c2ccccc2c1=O)NCCSCc1ccccc1	-0.8%	-3%	2%	5.1%	7%	-6%	3%	-1%	-0.9%
CC(C)c1ccccc1OCC(O)CN1CCN(S(=O)(=O)c2ccc([N+](=O)[O-])cc2)CC1 (stereo not drawn)	.	-1%	3%	?	22%	0%	16%	-4%	0.2%
COCC(CN1CCN(C2=NS(=O)(=O)c3ccccc32)CC1)OC(=O)c1ccccc1 (stereo not drawn)	.	-1%	0%	1.0%	8%	-5%	13%	-4%	0.0%
CC(Nc1nc(-c2ccccc2)nc2ccccc12)c1ccccc1 (stereo not drawn)	0.5%	-10%	4%	14%	9%	5%	-2%	2%	-1.4%
O=C1C(Cl)=C(NCCCN2CCOCC2)C(=O)N1CCc1ccccc1	3.5%	12%	-7%	-0.3%	-6%	1%	1%	-10%	.
Cc1ccc(-c2nnc(SCC(=O)N/N=C/c3ccc(C)s3)n2-c2ccc(C)cc2)cc1	0.2%	-48%	-3%	18%	8%	0%	19%	-2%	-0.2%
CC(/C=C/C=C/c1ccccc1)=N/NC(=O)C(O)c1ccccc1 (stereo not drawn)	.	6%	5%	2.6%	13%	-5%	3%	-8%	0.1%
COc1ccc(-n2nnnc2-c2ccc(S(C)(=O)=O)cc2Cl)cc1	.	-2%	-6%	0.8%	5%	1%	16%	2%	-0.9%
CCN(CC)C(=O)C(C)OC(=O)COc1ccc(Cl)cc1Cl (stereo not drawn)	-1.3%	-4%	-8%	2.2%	4%	-1%	4%	6%	0.5%
Cc1nnc(SCCn2c(N3CC(C)CC(C)C3)nc3c2c(=O)n(C)c(=O)n3C)s1 (stereo not drawn)	0.9%	2%	-9%	.	5%	2%	4%	-4%	-0.1%
O=C(c1ccc(S(=O)(=O)N2CCOCC2)cc1)N1CCN(S(=O)(=O)c2ccc(Cl)s2)CC1	.	-1%	-5%	-2.5%	-12%	-1%	10%	-8%	0.0%
Cc1ccc(O)c(NC(=O)c2cccc(NC(=O)c3ccco3)c2)c1	-3.1%	-6%	-2%	9.7%	2%	-3%	10%	-12%	0.2%
O=[N+]([O-])c1cccc(Nc2nc(Cl)nc(Cl)n2)c1	-13%	10%	-12%	1.0%	9%	-10%	7%	-1%	-0.2%
COc1ccc(C(=O)NCCCNC(=O)c2ccccn2)cc1Br	.	-4%	-11%	1.0%	6%	-2%	15%	-2%	-0.4%
N#CCCn1cc(/C=N/NC(=O)c2ccncc2)c(-c2ccccc2)n1	-0.7%	16%	1%	-1.0%	5%	-2%	4%	-4%	0.2%
CCOc1ccc(S(=O)(=O)N2CCN(Cc3ccccc3)CC2)cc1	.	-4%	-5%	10%	-12%	-10%	1%	1%	-1.7%
O=C(c1ccc(-n2c(SCc3cccc(F)c3)nc3ccccc3c2=O)cc1)N1CCOCC1	-1.8%	-4%	-9%	1.3%	5%	1%	3%	-9%	-1.1%
CCOC(=O)Cc1cc(=O)[nH]c(/N=C(\N)Nc2ccc(C)cc2C)n1	-0.9%	-6%	-2%	3.3%	13%	-2%	12%	4%	-0.8%	Dengue-2 NS5 capping pilot replicate=1.7
O=C(CC12CC3CC(C1)CC(CC(=O)NC1=NCCS1)(C3)C2)NC1=NCCS1	-1.7%	6%	-1%	.	4%	1%	9%	0%	-0.3%
Brc1cc2ccccc2[n+](Cc2ccccc2)c1	.	.	.	-0.1%	12%	-1%	14%	.	.
O=C1NC2(CCCCC2)C(=O)N1/N=C/c1ccccc1Br	2.9%	-2%	-1%	0.1%	6%	-6%	5%	3%	.
O=C(O)c1ccc(N/N=C/c2ccc(-c3cccc(Cl)c3)o2)cc1	.	-4%	-4%	6.1%	13%	13%	29%	-8%	-0.1%
CC(C)c1[nH]nc2c1C(c1cccc(OC(=O)N3CCOCC3)c1)C(C#N)=C(N)O2 (stereo not drawn)	-2.9%	0%	1%	1.4%	12%	1%	14%	17%	0.1%
CCC(=O)Nc1ccc(C(=O)Nc2cccc(OC)c2)cc1	-1.9%	-11%	-8%	0.4%	8%	1%	2%	0%	0.4%
O=C(Oc1ccc(N(C(=O)c2ccncc2)S(=O)(=O)c2cccs2)cc1)c1ccncc1	2.1%	26%	-6%	-1.8%	86µM*	-38%	38%	-3%	-0.7%
CC(C#N)Sc1ncnc2sc3c(c12)CCC3 (stereo not drawn)	2.1%	-2%	-6%	11%	2%	-5%	7%	1%	1.6%
O=C(NCc1cccc(Cl)c1)NC(=O)c1csc([N+](=O)[O-])c1	.	4%	-6%	-0.3%	10%	10%	8%	-1%	-0.2%
CCOc1cc(/C=N/NC(=O)c2cccnc2)ccc1O	.	-10%	-2%	2.1%	?	0%	?	-5%	0.5%
COc1ccccc1CCNC(=O)C1CCC(=O)N(C2CCCCCC2)C1 (stereo not drawn)	.	-15%	-7%	0.9%	4%	3%	13%	-2%	-0.9%
CN1CCN(C(=S)c2cn(CCOc3ccccc3)c3ccccc23)CC1	0.6%	-18%	-7%	-2.3%	7%	-3%	3%	2%	-1.6%
N#Cc1nc(-c2ccc(OCc3ccccc3)cc2)oc1NCCN1CCOCC1	1.3%	16%	0%	1.6%	.	.	1%	0%	.
Nc1nnc(Sc2ccc(Cl)cc2[N+](=O)[O-])s1	-2.2%	3%	0%	1.3%	5%	-1%	0%	32%	-0.3%
CCOC(=O)C(=O)c1cn(C2OCC(OC(C)=O)C(OC(C)=O)C2OC(C)=O)c2ccccc12 (stereo not drawn)	19%	-12%	-4%	1.0%	-3%	-11%	5%	-11%	0.6%
C(=C\c1ccccc1)/CNCC1CCCO1 (stereo not drawn)	-1.4%	7%	-2%	2.7%	1%	3%	17%	-3%	-0.4%
Cc1ccc(C(=O)O/N=C/c2c(C)nn(C)c2Cl)cc1	1.0%	21%	-12%	3.2%	6%	-2%	9%	-1%	0.5%
